# 14-3-3g Raf = modulators of human 14-3-3 gamma - Raf peptide interaction | P61981 | FP, 14-3-3gamma / TMR-pS259-Raf peptide binding | inhibition, % at 40 µM | 160,000 compounds, 0.19% hits | AID 422; in the data active = inhibition above about 30%;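 also: 0% = protein plus tracer without compound and 100% = blank with tracer alone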
# Target sequence (P61981 whole entry, looked up): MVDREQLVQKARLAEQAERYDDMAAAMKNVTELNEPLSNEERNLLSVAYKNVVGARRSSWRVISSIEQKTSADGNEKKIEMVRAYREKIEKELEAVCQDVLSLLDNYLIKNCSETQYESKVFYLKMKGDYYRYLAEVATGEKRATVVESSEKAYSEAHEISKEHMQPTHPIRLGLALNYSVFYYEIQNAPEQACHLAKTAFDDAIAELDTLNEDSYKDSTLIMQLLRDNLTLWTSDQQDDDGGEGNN
# Numbers without * were called inactive; & = joins results of further samples. Some of the compounds tested, so the mix of outcomes need not match the whole.
SMILES,14-3-3g Raf
COC(=O)CCCC(=O)N1CC2CC(C1)c1cccc(=O)n1C2 (stereo unspecified),-7
CC(Cc1ccccc1)[n+]1cc(N)on1 (stereo unspecified),-210
COC(=O)c1ccccc1OP1(=O)COc2ccccc2OC1,4
CCOC(=O)C1C(=O)NC23CCCC2C1c1ccccc1O3 (stereo unspecified),-2
CCOC(=O)c1c(-c2ccccc2)oc2ccc(OC(=O)N(C)C)cc12,-6
Nc1nnnn1CCO,-1
CC(NC(=O)CN1CCCC1=O)c1ccccc1 (stereo unspecified),-3
CCCCN1C(=O)NC(=O)C2(Cc3c(nc4ccccn4c3=O)N3CCc4ccccc4C32)C1=O (stereo unspecified),-4
COC(=O)c1ccc(C(c2c(O)c3ccccc3oc2=O)c2c(O)c3ccccc3oc2=O)cc1,-21
CCOC(=O)C1=C(N)OC(C)=C(C(C)=O)C12C(=O)N(C)c1ccccc12 (stereo unspecified),2
CN(C)Cc1c[nH]c2ccc(OCc3ccccc3)cc12,0
COCC1=C(C(=O)OCc2ccccc2)C2(C(=O)Nc3ccccc32)C(C(=O)OC)=C(N)O1 (stereo unspecified),13
Cc1ccc2c(c1)C1CN(C)CCC1N2C(=O)C1c2ccccc2Oc2ccccc21 (stereo unspecified),3
COc1ccc(Nc2ncc(C(=O)N3CCC4(CC3)OCCO4)c3ccccc23)cc1,-15
CC(=O)NC1CC2CCC(C1)N2 (stereo unspecified),2
CCC(C)NC(=O)c1c(N)n(CC2CCCO2)c2nc3ccccc3nc12 (stereo unspecified),-2
COc1ccc(C(=O)Nc2ccc(Cl)cc2C(=O)c2ccccc2Cl)cc1OC,18
Cc1cc(OC(=O)c2ccco2)c2c3c(c(=O)oc2c1)CCC3,4&-5
O=C(Nc1ccc(Br)cc1C(=O)c1ccccc1Cl)c1ccc(S(=O)(=O)N2CCCCC2)cc1,12
O=C(CN1C2CCC1CC(O)(c1cccnc1)C2)Nc1ccc2c(c1)OCO2 (stereo unspecified),-10
Cc1cc(Cl)ccc1OCC(=O)N1CCN(CC=Cc2ccccc2)CC1,0
CCOP(=O)(OCC)C(NC(=O)c1ccc(Cl)cc1)=C(Cl)Cl,2
Cc1ccc(C(=O)c2cc(Br)ccc2N)cc1,-55
Clc1ccc(C2CC(c3cccnc3)Nc3ncnn32)cc1 (stereo unspecified),-8
O=C(CN1CCN(CCO)CC1)Nc1ccc(Cl)cc1C(=O)c1ccccc1,-6
C=CCOC(=O)C1C2NC(=S)N(c3cccc(Br)c3)C1(C)Oc1ccccc12 (stereo unspecified),-1
CC(C)(O)c1ccc(C(=O)C2CN3CCC2CC3)s1 (stereo unspecified),2
CC(=O)CC(C)(C)n1c[n+](C)nn1,2
Cc1ccc(CCN2CC(C(=O)N3CCC4(CC3)OCCO4)CC2=O)cc1 (stereo unspecified),-3
O=C1NC(=O)C2(Cc3c(nc4ccccn4c3=O)N3CCCCCC32)C(=O)N1Cc1ccccc1 (stereo unspecified),-10
O=C(Cc1ccccc1)c1ccccc1,1
CCN(CC)c1ncnc2c1ncn2[C@@H]1O[C@H](COP(=O)(O)OP(=O)(O)C(Br)(Br)P(=O)(O)O)[C@@H](O)[C@H]1O,-7
COc1ccc(-n2c(C)nc3cc([N+](=O)[O-])ccc3c2=O)cc1,2
CCOC(=O)/C(CCCN(CC)CC)=N\O,0
O=C(CN1C(=O)c2ccccc2C1=O)Nc1ccc(Br)cc1C(=O)c1ccccc1,-13
C=Cn1c(P(=S)(N2CCOCC2)N2CCOCC2)cc2c1CCCC2,-9
CCCCCc1nc2ccccc2c(=O)n1-c1ccc(O)cc1,-11
CC(C)c1cccc(C(C)C)c1O,-4
O=C(Nc1ccc(OC(=O)N2CCCC2)cc1)N1CCOCC1,2
COc1ccccc1CN1CCN(C(=O)COc2cccc(C)c2)CC1,2&0
O=C1CC(=O)N(c2cccc(Cl)c2)C(=O)N1,-12&-5
CC(=NCC1CCCO1)c1c(O)n(-c2ccccc2)c(=O)[nH]c1=O (stereo unspecified),-1
N#Cc1ccccc1Cn1cc(C(=O)C2CC2)c2ccccc21,-7
NS(=O)(=O)c1ccc(N=Cc2c(O)n(C3CCCCC3)c(=O)n(C3CCCCC3)c2=O)cc1,-1
CCN1CC=C(c2c[nH]c3ccccc23)CC1,-4
COc1ccc(C2=NCC(=O)N(CC(=O)NCc3ccco3)c3sc4c(c32)CCCC4)cc1OC,-8
CCOc1ccc(-n2c(O)c(C=Nc3ccc(N4CCOCC4)cc3)c(=O)[nH]c2=O)cc1,-7
CCc1ccc(N2C(=O)CC(=O)NC2=O)cc1,-13
O=C1CC(=O)N(c2ccccc2)C(=S)N1,-43
Nc1cccc(N=Cc2c(O)n(Cc3ccc(F)cc3)c(=O)[nH]c2=O)c1,3
Cc1[nH]c2c(I)cccc2c1CCN,-70
O=P(c1ccccc1)(c1ccccc1)N1CCCCC1,0
c1ccc2cc(CC3=NCCN3)ccc2c1,0
CCOc1ccc(C2SCC(=O)Nc3c2c(=O)[nH]n3C2CCCCCC2)cc1 (stereo unspecified),10
NC(=O)c1ccc(OCC(O)CN2CC=C(c3ccc(F)cc3)CC2)cc1 (stereo unspecified),6
Cc1ccc(-n2c(C=Cc3cccc(F)c3)nc3ccccc3c2=O)cc1,1
NC12CN3CN(CN(C3)C1)C2 (tested in a mixture with another compound),-4
COC(=O)CC1(Cc2ccccc2)C(=O)NC(=O)NC1=O,-5
CC1CCN(C(=O)c2ccc(N3CC4CC(C3)c3cccc(=O)n3C4)c([N+](=O)[O-])c2)CC1 (stereo unspecified),-7
CCC(=NCc1ccco1)c1c(O)n(-c2ccc(OC)cc2)c(=O)[nH]c1=O,-5

# Single entries from the list.
# Under 14-3-3g Raf, Nc1cccc(N=Cc2c(O)n(Cc3ccc(F)cc3)c(=O)[nH]c2=O)c1 is listed with 3
# Under 14-3-3g Raf, CCOc1ccc(C2SCC(=O)Nc3c2c(=O)[nH]n3C2CCCCCC2)cc1 (stereo unspecified) is listed with 10
# Under 14-3-3g Raf, O=C1CC(=O)N(c2ccccc2)C(=S)N1 is listed with -43
# Under 14-3-3g Raf, COc1ccc(C2=NCC(=O)N(CC(=O)NCc3ccco3)c3sc4c(c32)CCCC4)cc1OC is listed with -8
# Under 14-3-3g Raf, CCC(=NCc1ccco1)c1c(O)n(-c2ccc(OC)cc2)c(=O)[nH]c1=O is listed with -5

# The listing continues:
SMILES,14-3-3g Raf
COC(=O)N(c1ccc(OC)cc1)P1(=S)OCCC(C)O1 (stereo unspecified),-2
COc1ccc(-n2c(C=Cc3ccccc3Cl)nc3ccccc3c2=O)cc1,-1
C=CCOC(=O)C1=C(C)OC(N)=C(C(=O)OCC)C12C(=O)N(CC=C)c1ccccc12 (stereo unspecified),-17
O=C(CN1C(=O)CN=C(c2ccccc2Cl)c2cc(Cl)ccc21)Nc1ccccc1C(F)(F)F,-5
O=C1C2CCN(CC2)[C@@H]1Cc1ccc2ccccc2c1O,-7
CCCCNC(=O)Nc1ccc(C(O)(C(=O)OCC)C(F)(F)F)cc1 (stereo unspecified),-5
Cc1cc(OCc2ccc(F)cc2)c2c3c(c(=O)oc2c1)CCCC3,9
CN(C)c1cc(N)c2c(n1)CCC2 (tested in a mixture with another compound),-6
CN1C2CCC1CC(OC(=O)CCN1CCOCC1)C2 (stereo unspecified),1
CC(=O)N1CCN(c2ccc(N=Cc3c(O)n(-c4ccc(Cl)cc4)c(=O)[nH]c3=O)cc2)CC1,-1
CCN(CC)c1ccc(N=Cc2c(O)n(-c3cc(OC)ccc3OC)c(=O)[nH]c2=O)cc1,5
O=C1CC2OCC=C3CN4CCC56c7cc([N+](=O)[O-])ccc7N1C5C2C3CC46 (stereo unspecified),-1
Cc1ccc(S(=O)(=O)Cc2ccc(C(=O)N3CCC4(CC3)OCCO4)o2)cc1,-10
CC(=Nc1ccc2c(c1)CCC2)c1c(O)n(C2CCCCC2)c(=O)[nH]c1=O,-20
O=C(Cn1cnc2ccccc2c1=O)NCC(=O)N1CCC2(CC1)OCCO2,-4
CSc1ccc(CN2CCN(Cc3cc(Br)ccc3O)CC2)cc1,-17
O=C(COc1ccc(Br)cc1)N1CCN(Cc2ccncc2)CC1,2&4
OC1(c2cccnc2)CC2CCC(C1)N2Cc1nnnn1Cc1ccccc1 (stereo unspecified),-2
O=C(NC[P+](=O)O)OCc1ccccc1,-8
COc1ccc(N2CCNCC2)c([N+](=O)[O-])c1,-4
COc1ccc(OC)c(NP(=O)(Oc2ccccc2)Oc2ccccc2)c1,7
CC12C=CC(C)(O1)C1C(=O)N(c3ccccc3[N+](=O)[O-])C(=O)C12 (stereo unspecified),-8
COC(=O)C(O)(c1cn(C)c2ccccc12)C(F)(F)F (stereo unspecified),-5
Cc1cc(C)n2nc(SC(C)C(=O)N3CCC4(CC3)OCCO4)nc2n1 (stereo unspecified),-3
COc1ccccc1N=Cc1c(O)n(C)c(=O)n(C)c1=O,3
Cc1cc(OCC(=O)OC(C)(C)C)c2c3c(c(=O)oc2c1)CCC3,6
COC(=O)CN1C(=O)C2(C(C(=O)OC)=C(N)Oc3n[nH]c(C)c32)c2ccccc21 (stereo unspecified),0
COP(=O)(OC)C(O)C(Cl)(Cl)Cl (stereo unspecified),-3
CC(C)CNC(=O)c1ccc(N2CC3CC(C2)c2cccc(=O)n2C3)c(N)c1 (stereo unspecified),-5
C=CCN1CCC2(C)c3cc(O)ccc3CC1C2C (stereo unspecified),-4

# Structural class: those above containing an aryl thioether with sulfur outside any ring
SMILES,14-3-3g Raf
CSc1ccc(CN2CCN(Cc3cc(Br)ccc3O)CC2)cc1,-17
Cc1cc(C)n2nc(SC(C)C(=O)N3CCC4(CC3)OCCO4)nc2n1 (stereo unspecified),-3

# Continuation:
SMILES,14-3-3g Raf
CNc1ccc2oc(C[C@H]3O[C@@]4(CC[C@H]3C)O[C@H]([C@H](C)C(=O)c3ccc[nH]3)[C@H](C)C[C@H]4C)nc2c1C(=O)O,-8
O=C(O)CCCc1ccc(N(CCCl)CCCl)cc1,-9&-4
CCOP(=S)(OCC)c1ccc(N(C)C)cc1,5
Cc1oc2ccc(OC(=O)N(C)C)cc2c1C(=O)OC(C)C,4
CNCC(O)c1cccc(OC(=O)c2ccccc2C)c1 (stereo unspecified),3
O=c1cc(C2CCNCC2)[nH][nH]1,0
Clc1ccc(CN2CCN(Cc3ccc4c(c3)OCO4)CC2)cc1,-3
CN1C2CCC1CC(OC(=O)c1cc(Cl)cc(Cl)c1)C2 (stereo unspecified),2
C=CCN1CC[C@]23c4c5ccc(O)c4O[C@@H]2/C(=N/N=C2\CC[C@@]4(O)C6Cc7ccc(O)c8c7[C@@]4(CCN6CC=C)[C@@H]2O8)CC[C@@]3(O)C1C5,-1
C[C@H]1CCC/C=C/C2C[C@H](O)CC2[C@H](O)/C=C/C(=O)O1 (stereo partly specified),-3
CCOCC(=O)NC1CCSC1=O (stereo unspecified),-1
O=C(O)Cn1cnc([N+](=O)[O-])c1[N+](=O)[O-],2
O=C(CN1C(=O)CN=C(c2ccccc2)c2cc(Cl)ccc21)NCc1ccco1,0
CC(=O)c1c(C)n(CCCOC(C)C)c2ccc(O)cc12,-2
Cc1cc(OCc2nn[nH]n2)c2c3c(c(=O)oc2c1)CCC3,-10

# Next part (four carried over from the part before).
SMILES,14-3-3g Raf
O=C(O)Cn1cnc([N+](=O)[O-])c1[N+](=O)[O-],2
O=C(CN1C(=O)CN=C(c2ccccc2)c2cc(Cl)ccc21)NCc1ccco1,0
CC(=O)c1c(C)n(CCCOC(C)C)c2ccc(O)cc12,-2
Cc1cc(OCc2nn[nH]n2)c2c3c(c(=O)oc2c1)CCC3,-10
COc1ccc(CC2C(=O)NC(=O)N(c3ccccc3)C2=O)c(OC)c1 (stereo unspecified),7&5
COc1ccccc1NC(=O)CN1C(=O)CN=C(c2ccccc2)c2cc(Cl)ccc21,-1
CN1CCN(c2nnc(C(F)(F)F)s2)CC1,-1
O=C(NCc1ccco1)c1ccc(N2CC3CC(C2)c2cccc(=O)n2C3)c([N+](=O)[O-])c1 (stereo unspecified),-2
COc1ccc(OC)c(-n2c(=O)[nH]c3ccccc3c2=O)c1,1
O=C(c1ccccc1)c1cc(Br)ccc1NC(=O)c1cc2ccccc2oc1=O,2
COCCCn1c(N)c(C(=O)NCCC(C)C)c2nc3ccccc3nc21,-2
COC(=O)c1c(N)n(CCN2CCOCC2)c2nc3ccccc3nc12,-4
COc1ccc(O)c(C(C)(C)C)c1,-17
Cc1ccc2nc(NC(=O)c3c(O)c4c(n(Cc5ccco5)c3=O)CCCC4)sc2c1,-2
CCOC(=O)CC1=C(C(=O)OCC)C2(C(=O)Nc3ccccc32)C(C#N)=C(N)O1 (stereo unspecified),-1
OC(CNC1CCCCC1)c1ccccc1 (stereo unspecified),4
CCSP1(=S)N=C(N2CCOCC2)C(C#N)=C2CCCN21 (stereo unspecified),-5
OC1(c2ccccc2)CN2CCC1CC2 (stereo unspecified),-3
O=C(NCc1cccs1)c1ccc(N2CC3CC(C2)c2cccc(=O)n2C3)c([N+](=O)[O-])c1 (stereo unspecified),-3
CC(=O)Nc1cc(C(=O)N2CCC3(CC2)OCCO3)ccc1S(=O)(=O)c1ccc(C)cc1,-9
Cc1cc(C)cc(N2C(=O)CC(=O)NC2=O)c1,-9
CC1(C)COC(Nc2ccc(Cl)cc2)=N1,-4
CN(C)c1ccc(C2SCC(=O)Nc3c2c(-c2ccccc2)nn3-c2ccccc2)cc1 (stereo unspecified),-5
CCOC(=O)C1C2NC(=S)N(CCCOC)C1(C)Oc1ccc(Br)cc12 (stereo unspecified),-5
O=C(O)c1cc2ccccc2oc1=O,2
COCCCn1c(N)c(C(=O)OCCOC)c2nc3ccccc3nc21,-5

# Quoted at random: 4 records from the list
SMILES,14-3-3g Raf
COc1ccc(C2=NCC(=O)N(CC(=O)NCc3ccco3)c3sc4c(c32)CCCC4)cc1OC,-8
CCOP(=O)(OCC)C(NC(=O)c1ccc(Cl)cc1)=C(Cl)Cl,2
O=C(Cc1ccccc1)c1ccccc1,1
Cc1cc(OC(=O)c2ccco2)c2c3c(c(=O)oc2c1)CCC3,4&-5

# Screening results as filed in PubChem BioAssay.
